Menin-MLL TR inh – menin-MLL binding inhibition, Texas Red mutant peptide; AID 1768; Menin + Texas Red MLL mutant peptide, fluorescence polarization; 270,000 compounds, 0.23% hits; Potency, µM (titrated, usually from 61.6 µM), for inactives: top-dose FP activity change, negative = inhibition, hits mostly inhibitors; active means well fitted inhibition curve with a large enough effect in the polarisation, with a control signal flat, not every such curve was filed as active; inconclusive means small, poorly fitted or top-dose-only effect, or effect the other way, or a change in a side signal; inactive means no such curve, though single readings can be large or run the other way; the % refers to the polarisation; further: potency means the concentration at half of the fitted maximal effect; % of control where 0% means no effect; many of its hits are not listed in these tables
TSG101-PTAP inh – blocks PTAP/TSG101 interaction to inhibit HIV-1 budding; Fluorescence polarization, FITC-PTAP peptide / Tsg101 binding; Potency, µM (highest dose often 115 µM), for inactives: at the highest dose activity change, negative = inhibition, most hits filed as inhibitors; 340,000 tested, under 10 active; AID 493005; active means well fitted inhibition curve with a large enough effect in the main read-out, with a control signal flat, not every such curve was filed as active; inconclusive means small, poorly fitted or top-dose-only effect, or effect the other way, or a change in a side signal; inactive means no such curve, though single readings can be large or run the other way; further: potency means the concentration at half of the fitted maximal effect; % of control where 0% means no effect
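Compounds were pin-transferred onto Tsg101 binding domain (10 uM final) in HEPES pH 7.5 buffer, then FITC-PTAP peptide was added at 50 nM final. After 20 min at RT, polarization reported peptide displacement across a qHTS concentration series.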
PKM2 act – activators of human pyruvate kinase M2. 260,000 compounds, 0.34% hits. Potency, µM (series often up to 57.5 µM), inactives show at the highest dose activation, usual class: activators. AID 1631. purified PKM2, Kinase-Glo ATP luminescence, activation; response scale: 0% is enzyme alone, no compound; further: potency means the concentration at half of the fitted maximal effect; on the % scale 0 is the no-effect control and ±100 the full control effect; nearly all actives have a fitted effect of over 55% in size
Target sequence (P14618 whole entry, looked up): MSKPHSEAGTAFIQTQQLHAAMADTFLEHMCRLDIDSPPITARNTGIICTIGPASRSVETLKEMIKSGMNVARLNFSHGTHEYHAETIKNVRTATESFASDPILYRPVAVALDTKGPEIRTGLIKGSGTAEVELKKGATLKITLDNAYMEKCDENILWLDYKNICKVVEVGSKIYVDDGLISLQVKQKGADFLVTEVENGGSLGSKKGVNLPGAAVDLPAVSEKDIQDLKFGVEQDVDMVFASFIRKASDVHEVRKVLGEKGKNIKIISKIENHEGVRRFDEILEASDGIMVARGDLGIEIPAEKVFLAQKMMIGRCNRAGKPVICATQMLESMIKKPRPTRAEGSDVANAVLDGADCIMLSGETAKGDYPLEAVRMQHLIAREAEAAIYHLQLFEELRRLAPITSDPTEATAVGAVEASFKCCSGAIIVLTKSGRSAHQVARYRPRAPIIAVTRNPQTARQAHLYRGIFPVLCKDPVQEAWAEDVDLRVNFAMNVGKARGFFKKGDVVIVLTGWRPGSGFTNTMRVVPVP
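Purified hPK-M2 (>95% pure) converted ADP (0.1 mM final) to ATP with 0.5 mM PEP in 50 mM imidazole pH7.2, KCl, MgCl2, Tween 20, BSA; 1 h at room temperature. ATP detected by Kinase-Glo luminescence.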
GALK inhibitor – blocks human galactokinase activity; Potency, µM (top dose mostly 57.5 µM), without a hit: at the highest dose activity change, negative = inhibition, actives largely listed as inhibitors; P51570; Purified GALK, Kinase-Glo residual ATP luminescence; AID 1868; 270,000 compounds, 0.007% hits; further: potency means the concentration at half of the fitted maximal effect; on the % scale 0 is the no-effect control and ±100 the full control effect
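Human GALK (5 nM) with 35 uM ATP and 100 uM galactose in 20 mM HEPES pH 8.0, 5 mM MgCl2, 60 mM NaCl, 1 mM DTT, 0.01% BSA. After 1 h at room temperature, leftover ATP was read by Kinase-Glo Plus luminescence.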
BCR signal inh – inhibitors of chronic active B-cell receptor signaling; 340,000 compounds, 0.05% hits; ABC-DLBCL IkBa-CBG/CBR reporter, luminescence ratio, 4 h; Potency, µM (series often up to 46.1 µM), without a hit: top-dose ratio change, negative = lower green/red ratio, actives largely listed as inhibitors; active means well fitted inhibition curve with a large enough effect in the signal ratio, with a control signal flat, not every such curve was filed as active; inconclusive means small, poorly fitted or top-dose-only effect, or effect the other way, or a change in a side signal; the % refers to the signal ratio;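 further: potency means the concentration at half of the fitted maximal effect; plate controls were basal doxycycline-induced cells for no effect and cells given 10 µM MG132 for full effect; MG132 reads +100%, hits lower the ratio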
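Concentration-response series (up to 46 uM) were applied to TMD8 dual-reporter cells for 4 h at 37C with doxycycline. Green/red ratio, after filter-overlap correction, defined %Activity; red signal alone was normalised to basal cells and zero luminescence.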
Tb PFK block – blocks T. brucei phosphofructokinase. O15648. T. brucei PFK, ADP-Glo luminescence. Potency, µM (top dose mostly 57.5 µM), for inactives: at the highest dose activity, negative = inhibition, most hits filed as inhibitors. 330,000 compounds, 0.17% hits. AID 485367;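 further: potency means the concentration at half of the fitted maximal effect; 0% = uninhibited 1x PFK enzyme wells and -100% = no-enzyme wells; nearly all actives have a fitted effect of over 60% in size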
Target sequence (O15648 whole entry, looked up): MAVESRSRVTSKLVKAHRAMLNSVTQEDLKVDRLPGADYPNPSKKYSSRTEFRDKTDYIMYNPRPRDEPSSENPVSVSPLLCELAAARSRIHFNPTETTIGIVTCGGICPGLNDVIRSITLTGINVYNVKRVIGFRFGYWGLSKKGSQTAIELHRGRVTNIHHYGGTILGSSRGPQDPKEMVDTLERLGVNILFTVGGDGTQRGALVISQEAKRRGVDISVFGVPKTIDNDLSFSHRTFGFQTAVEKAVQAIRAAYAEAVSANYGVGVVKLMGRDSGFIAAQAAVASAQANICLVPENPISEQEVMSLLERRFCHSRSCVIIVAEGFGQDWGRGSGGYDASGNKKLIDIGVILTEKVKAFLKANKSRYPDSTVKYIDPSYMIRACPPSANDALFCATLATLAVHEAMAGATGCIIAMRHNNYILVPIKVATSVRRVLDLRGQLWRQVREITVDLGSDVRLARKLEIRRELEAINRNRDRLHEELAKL
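Activity is normalized to no-enzyme wells (full inhibition) and 1.25 nM enzyme wells (no inhibition). Reaction: 0.5 mM F6P, 0.1 mM ATP, 45 min RT, ADP-Glo luminescence; concentration-response curves fitted and classed by quality.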
Coupling enz – inhibits coupling enzyme system, counter-screen for aldolase hits. coupling enzyme system counterscreen, AmpLite Red fluorescence. activity change, negative = inhibition, % at 58.2 µM, hits read low. 290,000 compounds, 0.67% hits. AID 2472; in the data active means activity change below about -30%; further: on the % scale 0 is the no-effect control and ±100 the full control effect
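Fluorescence at 525 nm excitation and 598 nm emission measured inhibition of the coupled detection system without aldolase. Compounds (at 57.5 uM final) were preincubated 10 min at room temperature with coupling enzyme reagent before a 20 min substrate/AmpLite Red step.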
B2AR arrestin – beta2AR (human) beta-arrestin recruitment activity; Potency, µM (doses to about 46.1 µM), without a hit: at the highest dose activation, most hits filed as activators; beta-arrestin recruitment to beta2AR, cell-based reporter; P07550; 330,000 compounds, 0.02% hits;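 further: potency means the concentration at half of the fitted maximal effect; 0% = DMSO controls and full agonism = EC100 isoproterenol or metaproterenol; nearly all actives have a fitted effect of over 65% in size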
Giardia kill – Giardia lamblia killing; activity change, % at 7.66 µM, hits read low; 340,000 compounds, 0.15% hits; Giardia lamblia trophozoite viability; in the data active means activity change below about -80%; inconclusive means between about -30% and that limit;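 further: parasites exposed to compound for two days anaerobically before the ATP read; on the % scale 0 is the no-effect control and ±100 the full control effect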
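Luminescence from cellular ATP indicates surviving trophozoites (100 cells/well) following 48 hrs anaerobic compound treatment at 37 deg C; signal develops 15-30 min at room temperature.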
a7 integrin act – activates integrin-mediated alleviation for muscular dystrophy | alpha7betagal myoblasts, beta-gal FDG fluorescence, 48 h | Potency, µM (highest dose often 38.3 µM), for the others: top-dose activation, actives largely listed as activators | 350,000 compounds, 0.064% hits | AID 624291;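 further: potency means the concentration at half of the fitted maximal effect; 100% = response of the positive control SU9516; nearly all actives have a fitted effect of over 60% in size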
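alpha7betagal+/- myoblasts (passage 13, 250/well) treated 48 h at 37C with compounds at 1:260 dilution of DMSO stock. Lysed, then beta-galactosidase activity read as FDG fluorescence (ex 480/em 540) after 30 min, with pre-read for autofluorescence.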
ASM inhibitor – inhibitors of human secretory acid sphingomyelinase | placental ASM, HMU-PC fluorogenic substrate, 60 min | AID 504937 | Potency, µM (series often up to 57.5 µM), for inactives: top-dose activity change, negative = inhibition, hits mostly inhibitors | P17405 | 340,000 compounds, 0.006% hits; further: potency means the concentration at half of the fitted maximal effect
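Steps: dispense placental human ASM, pin compound, wait 10 min at room temperature, add HMU-PC0 substrate at 9 uM final, incubate 60 min at 37 °C, add stop solution raising pH to 10, read fluorescence.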
The depositor's hits bear a star; ? = inconclusive; . = no result given; & = joins results of further samples; [ ] = another dose, or the depositor's remark. Unless noted, the call rests on the fitted dose curve; in most records, active means well fitted curve in the direction sought with a large enough effect; inconclusive means small, poorly fitted or top-dose-only effect, or another doubt; inactive means no such curve, though single readings can be large; an effect the other way counts as inactive or inconclusive.

SMILES | Menin-MLL TR inh | TSG101-PTAP inh | PKM2 act | GALK inhibitor | BCR signal inh | Tb PFK block | Coupling enz | B2AR arrestin | Giardia kill | a7 integrin act | ASM inhibitor
O=C(CSc1nnc(NC(=O)c2ccco2)s1)Nc1ccccc1 | 22% | -6% | 2% | 2% | -1% | -1% | 11 | -0.3% | -6 | -8% | -1%
COC(C(=O)NNS(=O)(=O)c1ccccc1[N+](=O)[O-])c1ccccc1 (stereo not drawn) | 7% | -4% | 0% | -3% | -3% | 4% | 1 | 0.2% | 1 | -34% | 2%
c1ccc(N2CCN(C3CCSC3)CC2)cc1 (stereo not drawn) | -20% | -5% | 6% | 1% | ? | -10% | -4 | -0.7% | 11 | 4% | 1%
COCCSc1nnc(NC(=O)Cc2ccc(OC)cc2)s1 | -12% | -4% | ? | 0% | 2% | 2% | 1 | -0.1% | -9 | 7% | 0%
CCS(=O)(=O)N1CCCC(C(=O)NC2CCCC2)C1 (stereo not drawn) | 15% | -1% | 3% | -3% | ? | -5% | 1 | 0.4% | -2 | 0% | 2%
Cc1cccc(CCNC(=O)c2cc(=O)[nH]c3ccc(Br)cc23)c1 | -7% | . | -5% | 0% | -1% | -1% | 2 | 0.1% | . | . | .
CC(C)c1ccc(/C=N/n2cnnc2)cc1 | . | -3% | 1% | -2% | ? | -2% | 2 | -0.1% | 1 | -24% | -1%
O=S(=O)(Nc1c(F)cccc1F)c1ccc2c(c1)OCCO2 | 2% | -4% | -4% | -1% | -4% | 2% | 1 | -0.5% | 4 | -2% | 4%
COCCNC(=O)C1CC(c2cccc(F)c2)=NO1 (stereo not drawn) | . | -1% | -4% | -3% | 2% | -1% | 6 | -0.7% | 3 | -22% | 1%
O=C(Nc1ccc(N2CCOCC2)cc1N1CCOCC1)c1cccs1 | 5% | -3% | -18% | 0% | ? | 4% | -5 | -0.9% | -3 | -19% | 2%
O=C(NCc1cccs1)C(Cc1ccccc1)NS(=O)(=O)c1cccs1 (stereo not drawn) | 2% | -2% | -1% | -1% | 13% | 1% | 1 | -0.2% | -1 | -7% | -3%
CCn1cc(CN2CCC(C(=O)Nc3cccc(-c4cscn4)c3)CC2)cn1 | 5% | . | -1% | -4% | 1% | -4% | 3 | 4.9% | 2 | -9% | -1%
COC(=O)[C@H](Cc1ccccc1)NC(=O)Cn1ccc(NC(=O)OCc2ccccc2)nc1=O | . | -1% | . | . | -5% | -29% | . | -1.0% | -3 | -46%[inhibitor] | 3%
CN(CC(=O)Nc1ccccc1Cl)C(=O)c1ccc(N2CCCCCC2)c([N+](=O)[O-])c1 | . | -6% | . | . | -2% | 0% | . | -0.3% | 10 | ? | -10%
COc1ccccc1CNC(=O)c1cnn2c(C(F)F)cc(C)nc12 | -3% | -5% | 3% | -2% | 17% | ? | 5 | -0.1% | 3 | -10% | -1%
COc1ccsc1NC(=O)OCc1ccc(Cl)cc1 | -1% | -6% | . | 0% | -3% | 5% | 0 | 0.2% | -26 | -7% | 1%
O=C(NN1C(=O)C2C(C1=O)C1C=CC2C12CC2)c1ccncc1 (stereo not drawn) | 10% | 0% | 8% | 3% | 6% | 2% | 13 | -0.2% | -24 | 21% | 1%
Cc1ccc([N+](=O)[O-])cc1NC(=O)CNC1CCCCC1 | 1% | -7% | 1% | -2% | -2% | -12% | 1 | 0.0% | 14 | 2% | 2%
COC(=O)CSc1nc2sc3c(c2c(=O)n1-c1ccc(OC)cc1)CCN(C)C3 | -19% | 0% | . | -2% | 4% | 4% | 0 | -0.2% | -8 | 14% | 44%
CC(OC(=O)c1cc[n+]([O-])cc1)C(=O)NCc1ccccc1 (stereo not drawn) | . | 0% | . | . | 4% | 1% | . | -0.1% | -16 | -7% | 0%
COc1cc(C2CC(=O)c3c(O)cc(O)cc3O2)ccc1O (stereo not drawn) | 14% | 0% | 0% | 1% | 9% | 1% | 5 | -0.7% | 0 | 0% | -3%
CCOc1ccc(S(=O)(=O)NC2CC2)cc1C(N)=O | 21% | 0% | 7% | -1% | 0% | 0% | 3 | 0.4% | -6 | -18% | 4%
CCOc1ccc(C(=O)Nc2cc(NC(=O)c3ccc(OCC)c(Cl)c3)cc(C(=O)O)c2)cc1Cl | ? | -5% | 5% | -2% | 3% | 2% | 3 | -0.2% | 13 | 8% | -1%
CCN1C(=O)/C(=C\N(C)C)S/C1=N\S(=O)(=O)c1ccccc1 | 5% | 0% | 11% | -3% | 5% | 1% | 0 | -0.1% | 0 | -25% | -1%
CCc1cc(=S)n2c([nH]c3ccccc32)c1C#N | ? | -8% | -3% | 3% | ? | -10% | 3 | 0.0% | 4 | -1% | 125%[activator]
CCN1/C(=C\C=C2\C(=O)N(C)C(=S)N2C)Sc2ccccc21 | ? | 1% | 9% | 3% | 0% | -4% | -1 | -0.1% | -17 | 4% | 0%
O=C(CCc1ccccc1)NNC(=O)Nc1ccc(F)c(Cl)c1 | 21% | -7% | -2% | -1% | 5% | -19% | 1 | 0.5% | 6 | 21% | 1%
O=C(O)CCN1C(=O)C2CCCCC2C1=O (stereo not drawn) | 0% | -8% | -5% | -1% | ? | 4% | -1 | 0.4% | -7 | -6% | 4%
CCc1nc2sc3c(O)cc(=O)[nH]c3c2cc1C | -4% | -2% | -3% | -2% | 10% | 2% | 1 | -0.3% | -16 | -1% | 1%
O=C(COc1ccccc1)N1CCN(S(=O)(=O)c2ccc(Br)cc2)CC1 | . | -1% | . | 2% | 0% | -1% | . | 0.1% | 25 | 14% | 0%
COc1cccc(-c2nn(Cc3ccccc3)cc2CO)c1 | -12% | -6% | 4% | -3% | 15% | 0% | -1 | 0.1% | 4 | 11% | -17%
CCc1c(C)nc2ncnn2c1N1CCC(C(=O)N2CCN(c3ccccc3)CC2)CC1 | 1% | . | -3% | 4% | 0% | -2% | 5 | -1.2% | . | . | .
Cc1ccccc1NC(=S)NNC(=O)c1cccc(Br)c1 | 11% | 2% | 3% | 6% | ? | 3% | 0 | 0.4% | 8 | ? | 2%
CCCC(=O)NC(=S)Nc1nc(-c2ccc(OC)cc2)cs1 | ? | 0% | -3% | 3% | 5% | -2% | -2 | -0.1% | -10 | -11% | -8%
CN(C(=O)CSc1nnnn1-c1ccccc1)C1CCCCC1 | -6% | -3% | -1% | 4% | -1% | 5% | 0 | -0.1% | 23 | 6% | 1%
CCOCCCNC(=O)C(c1ccc(Cl)cc1)N1CCN(C(=O)c2ccco2)CC1 (stereo not drawn) | -17% | -11% | 10% | 1% | 11% | -5% | -1 | -0.8% | 14 | 2% | 2%

Limited to Menin-MLL TR inh and Giardia kill, for two of the compounds above:
canonical_smiles | Menin-MLL TR inh | Giardia kill
CN(C(=O)CSc1nnnn1-c1ccccc1)C1CCCCC1 | -6% | 23
CCOCCCNC(=O)C(c1ccc(Cl)cc1)N1CCN(C(=O)c2ccco2)CC1 (stereo not drawn) | -17% | 14

Later entries
SMILES | Menin-MLL TR inh | TSG101-PTAP inh | PKM2 act | GALK inhibitor | BCR signal inh | Tb PFK block | Coupling enz | B2AR arrestin | Giardia kill | a7 integrin act | ASM inhibitor
Cc1c(NC(=O)CN2CC(C)OC(C)C2)c(=O)n(-c2ccccc2)n1C (stereo not drawn) | 7% | 1%&-5% | 6% | 1% | 2% | -9% | -2 | -0.9% | -9&-19 | 0%&27% | 7%&-1%
CN(C)c1cccc(C(=O)N/N=C/c2ccccc2F)c1 | -1% | 0% | -3% | -1% | ? | -1% | -2 | 0.3% | -18 | 6% | 2%
COc1cccc(NS(=O)(=O)c2c(C)cc(C)cc2C)c1 | ? | -2% | 5% | 6% | -10% | 0% | -29 | -0.5% | -10 | ? | -4%
COc1ccc(NC(=O)CSc2nnnn2C)c([N+](=O)[O-])c1 | 4% | 0% | ? | 0% | 5% | -4% | 1 | -0.8% | 3 | -12% | -3%
O=c1oc(C2(O)CCCCC2)cc2ccc(/C=C/c3ccc(F)cc3)cc12 | . | 0% | . | . | 8% | 2% | . | 6.4% | -7 | 22% | 286%[activator]
COc1cccc(OC)c1OCCCSc1nc(C)cc(=O)[nH]1 | -10% | -2% | 10% | 1% | ? | -11% | 14 | -0.1% | -7 | -14% | 1%
COc1ccc2c(c1)CCc1c-2nc2ccccc2c1N1CCOCC1 | . | -6% | 2% | -1% | 6% | 0% | -29 | 0.1% | 21 | -25% | 210%[activator]

These rows are one share of the data (hit frequency here may not be typical).
